NSD2 inh: inhibitors of human NSD2 methyltransferase | O96028 | NSD2-SET H3K36me1 DELFIA fluorescence, biochemical | inhibition, % at 12.5 µM | 44,000 tested, 0.07% active | AID 624260; in the data active means inhibition above about 54%, passing the limit was not always enough;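 further: inhibitors reduce the monomethyl H3K36 fluorescence signal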
Target sequence (O96028 whole entry, looked up): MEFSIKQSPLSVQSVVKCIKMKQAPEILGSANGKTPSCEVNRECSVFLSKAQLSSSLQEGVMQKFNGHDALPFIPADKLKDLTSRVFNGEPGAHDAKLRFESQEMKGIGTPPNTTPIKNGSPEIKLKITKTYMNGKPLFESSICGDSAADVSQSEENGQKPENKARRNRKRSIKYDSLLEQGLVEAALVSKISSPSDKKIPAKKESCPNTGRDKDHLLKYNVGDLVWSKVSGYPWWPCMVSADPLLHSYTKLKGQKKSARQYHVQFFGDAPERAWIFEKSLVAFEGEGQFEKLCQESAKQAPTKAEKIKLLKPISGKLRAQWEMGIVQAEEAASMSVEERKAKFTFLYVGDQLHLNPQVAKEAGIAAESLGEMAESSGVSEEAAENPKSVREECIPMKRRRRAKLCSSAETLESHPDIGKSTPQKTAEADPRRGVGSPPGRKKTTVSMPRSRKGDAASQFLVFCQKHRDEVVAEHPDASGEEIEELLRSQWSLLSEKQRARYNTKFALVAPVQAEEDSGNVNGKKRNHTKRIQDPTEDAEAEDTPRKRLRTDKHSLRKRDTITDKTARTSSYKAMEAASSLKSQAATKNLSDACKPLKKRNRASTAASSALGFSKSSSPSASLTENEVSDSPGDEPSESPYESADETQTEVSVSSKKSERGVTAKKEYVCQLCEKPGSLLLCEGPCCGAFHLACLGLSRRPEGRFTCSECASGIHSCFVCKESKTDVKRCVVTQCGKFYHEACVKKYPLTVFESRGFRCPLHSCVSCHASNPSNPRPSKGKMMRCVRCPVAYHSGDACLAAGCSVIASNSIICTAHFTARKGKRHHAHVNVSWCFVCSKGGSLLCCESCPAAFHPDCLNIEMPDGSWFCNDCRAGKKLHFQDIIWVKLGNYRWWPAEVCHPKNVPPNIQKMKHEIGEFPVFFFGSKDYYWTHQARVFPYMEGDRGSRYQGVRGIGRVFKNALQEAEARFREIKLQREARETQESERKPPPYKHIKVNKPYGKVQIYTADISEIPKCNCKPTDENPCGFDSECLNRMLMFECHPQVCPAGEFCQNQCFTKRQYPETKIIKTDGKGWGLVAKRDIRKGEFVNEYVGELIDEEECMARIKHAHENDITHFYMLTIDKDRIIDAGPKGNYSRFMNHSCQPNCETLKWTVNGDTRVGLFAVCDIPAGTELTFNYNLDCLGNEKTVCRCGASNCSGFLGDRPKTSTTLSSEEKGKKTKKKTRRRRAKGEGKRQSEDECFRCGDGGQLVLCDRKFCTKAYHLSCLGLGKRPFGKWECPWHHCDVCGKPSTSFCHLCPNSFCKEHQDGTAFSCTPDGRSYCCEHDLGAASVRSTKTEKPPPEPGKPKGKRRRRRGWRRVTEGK
* = called active by the depositor; i = inactive. This is a subset; count on the stated rates, not on these rows.

no.	NSD2 inh	structure
1	-1	Cc1ccc(S(=O)(=O)N(C)C[C@H]2Oc3cc(C#CC4CCCC4)ccc3S(=O)(=O)N([C@@H](C)CO)C[C@@H]2C)cc1
2	0	C[C@H](CO)N1C[C@H](C)[C@H](CN(C)Cc2ccncc2)Oc2ncc(-c3ccc(F)cc3)cc2C1=O
3	-2	COC(=O)c1c(C)ncc2c1COC(C)OC2 (stereo not given)
4	1	CCC(=O)N(C)C[C@H]1Oc2cc(C#Cc3cccnc3)ccc2S(=O)(=O)N([C@@H](C)CO)C[C@H]1C
5	-1	C/C=C/c1cnc2c(c1)C(=O)N([C@@H](C)CO)C[C@@H](C)[C@H](CN(C)C(=O)Cc1ccccn1)O2
6	-5	COCC(=O)N(C)C[C@@H]1Oc2ncc(-c3ccccc3OC)cc2C(=O)N([C@@H](C)CO)C[C@@H]1C
7	i	Cc1ccc(S(=O)(=O)N(C)C[C@H]2Oc3ccc(NS(=O)(=O)c4cccs4)cc3CC(=O)N([C@H](C)CO)C[C@H]2C)cc1
8	-5	CC(=O)N(C)C[C@@H]1Oc2cc(C#Cc3ccccc3F)ccc2S(=O)(=O)N([C@@H](C)CO)C[C@@H]1C
9	5	COc1ccc(S(=O)(=O)N(C)C[C@@H]2Oc3c(NC(=O)Nc4c(C)noc4C)cccc3C(=O)N([C@@H](C)CO)C[C@H]2C)cc1
10	-1	O=c1c(-c2ccc(O[C@@H]3O[C@H](CO)[C@@H](O)[C@H](O)[C@H]3O)cc2)coc2c([C@@H]3O[C@H](CO)[C@@H](O)[C@H](O)[C@H]3O)c(O)cc(O)c12

Some of these compounds in order of their number in NSD2 inh, falling:
no.	NSD2 inh	structure
9	5	COc1ccc(S(=O)(=O)N(C)C[C@@H]2Oc3c(NC(=O)Nc4c(C)noc4C)cccc3C(=O)N([C@@H](C)CO)C[C@H]2C)cc1
4	1	CCC(=O)N(C)C[C@H]1Oc2cc(C#Cc3cccnc3)ccc2S(=O)(=O)N([C@@H](C)CO)C[C@H]1C
2	0	C[C@H](CO)N1C[C@H](C)[C@H](CN(C)Cc2ccncc2)Oc2ncc(-c3ccc(F)cc3)cc2C1=O
10	-1	O=c1c(-c2ccc(O[C@@H]3O[C@H](CO)[C@@H](O)[C@H](O)[C@H]3O)cc2)coc2c([C@@H]3O[C@H](CO)[C@@H](O)[C@H](O)[C@H]3O)c(O)cc(O)c12
3	-2	COC(=O)c1c(C)ncc2c1COC(C)OC2 (stereo not given)
8	-5	CC(=O)N(C)C[C@@H]1Oc2cc(C#Cc3ccccc3F)ccc2S(=O)(=O)N([C@@H](C)CO)C[C@@H]1C

Continuation.
no.	NSD2 inh	structure
11	0	C[C@@H]1CN([C@@H](C)CO)C(=O)c2cc(NC(=O)Nc3ccc(F)cc3)ccc2O[C@@H]1CN(C)CC1CCCCC1
12	0	C[C@@H]1CN([C@@H](C)CO)C(=O)c2cc(NC(=O)Nc3cccc4ccccc34)ccc2O[C@@H]1CN(C)C(=O)Nc1ccccc1
13	1	Cc1ccccc1-c1ccc2c(c1)O[C@@H](CN(C)CC1CC1)[C@@H](C)CN([C@H](C)CO)S2(=O)=O
14	-7	COc1ccccc1CNC(=O)C[C@@H]1C[C@@H]2c3cc(NC(=O)C4CCC4)ccc3O[C@@H]2[C@@H](CO)O1
15	2	C[C@@H]1CN([C@H](C)CO)C(=O)c2cc(/C=C/c3ccccc3)cnc2O[C@H]1CN(C)S(=O)(=O)c1cn(C)cn1
16	5	COc1ccc(NC(=O)Nc2ccc3c(c2)[C@@H]2C[C@H](CC(=O)N4CCCCC4)O[C@H](CO)[C@@H]2O3)cc1
17	4	C[C@@H]1CN([C@@H](C)CO)C(=O)c2cc(-c3cccc(F)c3)cnc2O[C@@H]1CN(C)Cc1cccnc1
18	21	C[C@@H]1CN([C@@H](C)CO)C(=O)Cc2cc(NC(=O)C3CC3)ccc2O[C@H]1CN(C)C
19	1	COc1ccc(CN(C)C[C@H]2Oc3ccc(NS(=O)(=O)c4cccs4)cc3C(=O)N([C@@H](C)CO)C[C@H]2C)cc1
20	5	C[C@H](CO)N1C[C@H](C)[C@@H](CN(C)C(=O)Nc2cccc3ccccc23)Oc2ccc(N(C)C)cc2CC1=O

2 entries picked at random from those above, as already listed:
no.	NSD2 inh	structure
19	1	COc1ccc(CN(C)C[C@H]2Oc3ccc(NS(=O)(=O)c4cccs4)cc3C(=O)N([C@@H](C)CO)C[C@H]2C)cc1
20	5	C[C@H](CO)N1C[C@H](C)[C@@H](CN(C)C(=O)Nc2cccc3ccccc23)Oc2ccc(N(C)C)cc2CC1=O

(further entries)
no.	NSD2 inh	structure
21	2	C[C@@H]1CN([C@H](C)CO)C(=O)Cc2cc(NS(C)(=O)=O)ccc2O[C@H]1CN(C)CC1CC1
22	3	C[C@H]1CN([C@@H](C)CO)S(=O)(=O)c2ccc(Br)cc2O[C@@H]1CN(C)CC1CCOCC1
23	-1	C[C@H]1CN([C@@H](C)CO)C(=O)Cc2cc(NS(=O)(=O)c3cccs3)ccc2O[C@@H]1CN(C)Cc1ccc2c(c1)OCO2
24	2	CNC[C@H]1Oc2ccc(NC(=O)Nc3c(C)noc3C)cc2CC(=O)N([C@H](C)CO)C[C@@H]1C
25	5	C[C@H]1CN([C@@H](C)CO)C(=O)c2cc(NS(=O)(=O)c3cccs3)ccc2O[C@@H]1CN(C)Cc1ccc(C(=O)Nc2ccccc2N)cc1
26	3	CC(C)CC#Cc1cnc2c(c1)C(=O)N([C@H](C)CO)C[C@H](C)[C@H](CN(C)C(=O)C1CCCCC1)O2
27	1	CCCN(C)C[C@@H]1Oc2ncc(-c3cccnc3)cc2C(=O)N([C@H](C)CO)C[C@H]1C
28	-3	C[C@H](CO)N1C[C@H](C)[C@@H](CN(C)Cc2ccc(C(F)(F)F)cc2)Oc2ccc(NC(=O)Nc3ccc4c(c3)OCO4)cc2C1=O
29	2	Cc1ccc(S(=O)(=O)Nc2ccc3c(c2)C(=O)N([C@@H](C)CO)C[C@@H](C)[C@@H](CN(C)S(=O)(=O)c2cn(C)cn2)O3)cc1
30	-1	C[C@@H]1CCCCO[C@H](CN(C)C(=O)CCC(F)(F)F)[C@@H](C)CN([C@@H](C)CO)C(=O)c2cc(NC(=O)CCCN(C)C)ccc2O1
31	-2	C[C@H]1CN([C@@H](C)CO)C(=O)c2cc(NC(=O)Cn3cnnn3)ccc2O[C@H]1CN(C)Cc1ccccc1
32	7	Cc1noc(C)c1NC(=O)Nc1cccc2c1O[C@@H](CN(C)C(=O)Nc1ccc(F)cc1)[C@@H](C)CN([C@H](C)CO)C2=O
33	-1	COc1ccc(S(=O)(=O)Nc2cccc3c2O[C@H](CN(C)S(=O)(=O)c2c(C)noc2C)[C@H](C)CN([C@@H](C)CO)C3=O)cc1
34	3	O=C(Nc1cc(F)ccc1F)N[C@@H]1C=C[C@H](CC(=O)N2CCc3ccccc3C2)O[C@H]1CO
35	1	C[C@@H]1CN([C@@H](C)CO)C(=O)c2cccc(N(C)C)c2O[C@H]1CN(C)S(=O)(=O)c1cccs1
36	-7	C[C@@H]1CN([C@H](C)CO)C(=O)c2cc(NC(=O)Nc3ccc(F)cc3)ccc2O[C@@H]1CN(C)Cc1ccc(C(F)(F)F)cc1
37	2	C[C@@H]1CN([C@@H](C)CO)C(=O)Cc2cc(NS(=O)(=O)c3cn(C)cn3)ccc2O[C@H]1CN(C)Cc1ccc(Oc2ccccc2)cc1
38	-1	C[C@@H]1CN([C@@H](C)CO)C(=O)c2cc(NC(=O)NC3CCCCC3)ccc2O[C@H]1CN(C)Cc1ccc(C(=O)O)cc1
39	-3	C[C@H]1CN([C@@H](C)CO)S(=O)(=O)c2ccc(-c3cccc(F)c3)cc2O[C@@H]1CN(C)S(C)(=O)=O
40	0	C[C@@H]1CN([C@H](C)CO)C(=O)c2cc(C#Cc3cccnc3)cnc2O[C@@H]1CN(C)C
41	3	C[C@@H]1CN([C@H](C)CO)C(=O)c2cc(NC(=O)Nc3ccc(F)cc3)ccc2O[C@H]1CN(C)Cc1ccncc1
42	-5	Cc1ccc(-c2cc(-c3c(C)nn(C)c(=O)c3N)[nH]n2)cc1
43	2	CNC[C@@H]1Oc2ccc(NC(=O)C3CC3)cc2CC(=O)N([C@H](C)CO)C[C@H]1C
44	1	COc1ccc(NC(=O)N(C)C[C@@H]2Oc3c(NC(=O)C4CCCCC4)cccc3C(=O)N([C@@H](C)CO)C[C@H]2C)cc1
45	-3	COc1ccc(S(=O)(=O)Nc2ccc3c(c2)C(=O)N([C@@H](C)CO)C[C@@H](C)[C@H](CN(C)C(=O)Nc2ccc4c(c2)OCO4)OCCCC[C@@H](C)O3)cc1
46	12	Cc1noc(C)c1S(=O)(=O)N(C)C[C@@H]1Oc2ccc(NS(=O)(=O)c3cn(C)cn3)cc2C(=O)N([C@@H](C)CO)C[C@@H]1C
47	-3	C[C@H]1CN([C@@H](C)CO)S(=O)(=O)c2ccc(-c3cncnc3)cc2O[C@H]1CN(C)Cc1ccc(Oc2ccccc2)cc1
48	2	C[C@H]1CN([C@@H](C)CO)C(=O)Cc2cc(NC(=O)Cc3ccccc3)ccc2O[C@@H]1CN(C)Cc1ccncc1
49	-2	Cc1noc(C)c1NC(=O)Nc1ccc2c(c1)CC(=O)N([C@@H](C)CO)C[C@H](C)[C@H](CN(C)C(=O)NC1CCCCC1)O2
50	-3	O=[N+]([O-])c1ccc(OCc2nc(-c3ccccn3)no2)cc1
51	-3	C[C@H](CO)N1C[C@H](C)[C@H](CN(C)C(=O)Nc2ccc(C(F)(F)F)cc2)Oc2ccc(NS(C)(=O)=O)cc2CC1=O
52	-1	C/C=C1\C(O[C@@H]2O[C@H](CO)[C@@H](O)[C@H](O)[C@H]2O)OC=C(C(=O)OC)C1CC(=O)OCC(O)c1ccc(O)c(O)c1 (stereo not given in full)
53	-2	COC(=O)C[C@H]1C[C@H]2c3cc(NC(=O)Nc4ccc(F)cc4)ccc3O[C@H]2[C@H](CO)O1
54	12	C/C=C/c1cnc2c(c1)C(=O)N([C@@H](C)CO)C[C@@H](C)[C@H](CN(C)Cc1ccncc1)O2
55	4	C/C=C/c1ccc2c(c1)O[C@H](CN(C)C(=O)Nc1cc(F)ccc1F)[C@H](C)CN([C@H](C)CO)S2(=O)=O
56	3	COc1ccc(NC(=O)N(C)C[C@H]2Oc3c(NC(=O)Nc4c(C)noc4C)cccc3C(=O)N([C@H](C)CO)C[C@H]2C)cc1
57	-5	C[C@@H]1CN([C@H](C)CO)C(=O)c2cc(-c3ccc(F)cc3)cnc2O[C@H]1CN(C)C(=O)c1ccc(F)cc1
58	8	C[C@H](CO)N1C[C@H](C)[C@@H](CN(C)Cc2ccc3c(c2)OCO3)Oc2ccc(NS(C)(=O)=O)cc2CC1=O
59	3	COc1ccc(NC(=O)Nc2ccc3c(c2)C(=O)N([C@@H](C)CO)C[C@H](C)[C@@H](CN(C)S(C)(=O)=O)O3)cc1
60	-7	CC(C)CC#Cc1cnc2c(c1)C(=O)N([C@@H](C)CO)C[C@@H](C)[C@H](CN(C)Cc1cncnc1)O2
61	4	CC(=O)N(C)C[C@@H]1Oc2cc(C#Cc3ccc(F)cc3)ccc2S(=O)(=O)N([C@@H](C)CO)C[C@H]1C
62	1	C[C@H]1CN([C@@H](C)CO)C(=O)c2cccc(NC(=O)c3cnccn3)c2O[C@H]1CN(C)S(C)(=O)=O
63	-3	C[C@H](CO)N1C[C@H](C)[C@H](CN(C)C(=O)Cc2cccnc2)Oc2ncc(-c3cncnc3)cc2C1=O
64	7	C/C=C/c1cnc2c(c1)C(=O)N([C@@H](C)CO)C[C@@H](C)[C@H](CN(C)S(=O)(=O)c1ccc(F)cc1)O2
65	-7	CC(C)NC(=O)N(C)C[C@@H]1Oc2ncc(Br)cc2C(=O)N([C@H](C)CO)C[C@@H]1C
66	-1	CCCNC(=O)N(C)C[C@H]1Oc2ncc(/C=C/c3ccccc3)cc2C(=O)N([C@H](C)CO)C[C@@H]1C
67	-4	O=C(NO)c1cccc(C(=O)N/N=C/c2ccc(B(O)O)cc2)c1
68	0	C[C@H](CO)N1C[C@H](C)[C@@H](CN(C)C(=O)Nc2ccc(F)cc2)Oc2ncc(Br)cc2C1=O
69	-2	O=C1C2C=C(Br)[C@H](C[C@@H]2OCCCCCCO)[C@@]12CO2
70	6	C[C@@H]1CN([C@@H](C)CO)C(=O)Cc2cc(NS(=O)(=O)c3ccc(Cl)cc3)ccc2O[C@H]1CN(C)C(=O)Nc1ccc(F)cc1

(continued)
no.	NSD2 inh	structure
71	9	CC(=O)N(C)C[C@@H]1Oc2ncc(C#Cc3ccccc3)cc2C(=O)N([C@@H](C)CO)C[C@H]1C
72	-2	Cc1ccc(-c2cnc3c(c2)C(=O)N([C@H](C)CO)C[C@H](C)[C@H](CN(C)C(=O)Cc2ccncc2)O3)cc1
73	0	COCC(=O)N(C)C[C@@H]1Oc2cc(-c3ccc(OC)cc3)ccc2S(=O)(=O)N([C@H](C)CO)C[C@H]1C
74	-2	C[C@H](CO)N1C[C@H](C)[C@H](CN(C)C(=O)Nc2ccccc2)Oc2ncc(C#CC3CC3)cc2C1=O
75	-2	C[C@H]1CN([C@@H](C)CO)C(=O)Cc2cc(NS(=O)(=O)c3ccccc3)ccc2O[C@H]1CN(C)C(=O)Nc1cccc2ccccc12
76	12	CC(C)CC#Cc1ccc2c(c1)O[C@H](CN(C)Cc1ccccc1)[C@H](C)CN([C@H](C)CO)S2(=O)=O
77	4	COc1ccc(S(=O)(=O)N(C)C[C@H]2Oc3c(NC(=O)c4cc(C)nn4C)cccc3C(=O)N([C@@H](C)CO)C[C@@H]2C)cc1
78	2	C[C@H](CO)N1C[C@H](C)[C@H](CN(C)C(=O)N[C@H](C)c2ccccc2)OCc2ccccc2-c2ccccc2C1=O
79	-3	COc1cccc(-c2ccc3c(c2)O[C@@H](CN(C)C(=O)C2CCOCC2)[C@@H](C)CN([C@H](C)CO)S3(=O)=O)c1
80	-5	COc1ccc(C#Cc2ccc3c(c2)O[C@@H](CN(C)C(=O)CN2CCOCC2)[C@H](C)CN([C@@H](C)CO)S3(=O)=O)cc1
81	-7	CO[C@H]1O[C@H](CO)[C@@H](OC(=O)Nc2cccc(F)c2)[C@@H]2OC(=O)[C@@H](Cc3ccccc3)C/C=C/C[C@H](Cc3ccccc3)C(=O)O[C@@H]12
82	-3	CC(C)CC#Cc1ccc2c(c1)O[C@@H](CN(C)C(=O)c1ccccc1)[C@@H](C)CN([C@@H](C)CO)S2(=O)=O
83	5	C[C@H](CO)N1C[C@H](C)[C@H](CN(C)Cc2ccc(C(=O)O)cc2)OCCCC[C@H](C)Oc2ccc(NC(=O)Nc3ccccc3)cc2C1=O

Compound activity: PubChem, Broad Institute
